Bioassay records (PubChem BioAssay)
uPA generation: blocks generation of uPA at the cell surface; cell surface uPA generation assay, qHTS; Potency, µM (series often up to 38.3 µM), inactives show at the top dose activity change, negative = inhibition, actives largely listed as inhibitors; hit rate 0.31% among 330,000; AID 540303; active = well fitted inhibition curve with a large enough effect; inconclusive = small, poorly fitted or top-dose-only effect; inactive = no such curve, though single readings can be large or run the other way; tested in mouse RAW 264.7 cells; also: potency is read from the fitted curve at half-maximal effect; nearly all actives have a fitted effect of over 55% in size
Giardia killer: Giardia lamblia killing | Giardia lamblia trophozoite viability | activity change, % at 7.66 µM, hits read low | hit rate 0.15% among 340,000 | AID 540267; in the data active = activity change below about -80%; inconclusive = between about -30% and that limit;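 also: parasites exposed to compound for two days anaerobically before the ATP read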
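Trophozoite viability was measured as ATP-dependent luminescence, read 15-30 min after reagent addition. Before that, parasites at 100 cells/well were exposed to compounds for 48 h, anaerobically, at 37 deg C.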
hERG WT inh: blocks the wildtype human KCNH2 potassium channel | U2OS, BacMam KCNH2, thallium flux FluxOr; active compounds read low | activity change, % at 1.84 µM | hit rate 0.37% among 340,000 | AID 720551;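 active = maximum activity change below -70%; inconclusive = maximum activity change between -70% and -50%; inactive = maximum activity change above -50%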
Target sequence (Q12809 whole entry, looked up): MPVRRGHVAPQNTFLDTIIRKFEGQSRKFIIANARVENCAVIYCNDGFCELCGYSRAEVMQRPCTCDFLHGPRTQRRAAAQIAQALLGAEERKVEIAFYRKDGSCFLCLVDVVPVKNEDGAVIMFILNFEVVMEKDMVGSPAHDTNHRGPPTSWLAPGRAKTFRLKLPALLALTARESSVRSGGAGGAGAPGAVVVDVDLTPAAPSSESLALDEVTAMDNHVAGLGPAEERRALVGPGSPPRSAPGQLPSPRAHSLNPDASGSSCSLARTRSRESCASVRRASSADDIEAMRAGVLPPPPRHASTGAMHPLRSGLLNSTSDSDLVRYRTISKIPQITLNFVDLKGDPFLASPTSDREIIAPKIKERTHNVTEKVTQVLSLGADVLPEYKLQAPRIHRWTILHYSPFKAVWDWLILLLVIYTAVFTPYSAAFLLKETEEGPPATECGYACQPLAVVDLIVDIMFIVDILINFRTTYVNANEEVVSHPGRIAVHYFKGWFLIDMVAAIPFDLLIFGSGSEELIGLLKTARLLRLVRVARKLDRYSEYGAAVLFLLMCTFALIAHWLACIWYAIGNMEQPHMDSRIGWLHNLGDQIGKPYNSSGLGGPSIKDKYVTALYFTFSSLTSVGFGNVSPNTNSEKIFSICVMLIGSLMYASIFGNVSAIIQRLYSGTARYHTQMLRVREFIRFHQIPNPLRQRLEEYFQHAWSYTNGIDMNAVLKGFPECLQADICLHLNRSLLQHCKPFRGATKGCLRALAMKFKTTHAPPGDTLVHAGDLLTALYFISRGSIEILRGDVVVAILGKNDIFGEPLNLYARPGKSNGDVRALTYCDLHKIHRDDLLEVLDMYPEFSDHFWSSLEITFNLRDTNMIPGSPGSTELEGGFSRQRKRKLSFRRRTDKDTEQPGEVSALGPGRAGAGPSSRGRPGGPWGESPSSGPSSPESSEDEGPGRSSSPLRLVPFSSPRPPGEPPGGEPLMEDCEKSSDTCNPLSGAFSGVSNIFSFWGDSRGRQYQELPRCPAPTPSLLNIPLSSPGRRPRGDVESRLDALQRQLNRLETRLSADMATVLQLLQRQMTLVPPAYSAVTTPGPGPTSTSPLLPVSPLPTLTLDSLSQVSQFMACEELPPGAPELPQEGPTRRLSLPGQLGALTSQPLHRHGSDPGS
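U2OS cells transduced with wild-type KCNH2 virus are loaded with FluxOr dye for 45 min, and thallium flux is measured in kinetic reads before and after stimulation buffer. Rate constants are normalized to DMSO controls.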
KCNH2 3.1 block: inhibitors of human KCNH2 3.1 potassium channel isoform; U2OS KCNH2 3.1, thallium flux FluxOr; active compounds read low; activity change, % (tested at about 1.8 µM); hit rate 0.95% among 340,000; AID 720553;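 active = maximum activity change below -70%; inconclusive = maximum activity change from -70% to -50%; inactive = maximum activity change above -50%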;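 also: thallium influx rate constant from kinetic fluorescence after stimulation buffer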
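Thallium flux read-out: FluxOr dye with Red40 quencher in HBSS/HEPES, 45 min at RT. Rate constants from kinetic reads were normalized to positive and negative DMSO controls. Cells: U2OS virally expressing the 3.1 isoform.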
* hit, by the source's call; ? = inconclusive. % is scaled to controls: 0 for no effect and ±100 for the full control effect.

Each structure is followed by: uPA generation | Giardia killer | hERG WT inh | KCNH2 3.1 block
- CC1CC(=Cc2ccc(N)cc2)C(=O)O1 (centres undefined)
  -1.5% | -0.1 | 4.4 | -7.0
- CCSc1nc2c(c(=O)n(C)c(=O)n2C)n1Cc1ccc(Cl)cc1
  3.3% | -2.6 | 3.5 | 3.0
- C/C(=N\OC(=O)c1ccc(F)cc1)c1sc(-c2ccc(Cl)cc2)nc1C
  -4.4% | -20.1 | 5.7 | -4.2
- COC(=O)C1=C(C(=O)OC)[C@]2([C@@H]3CCCCN[C@@H](Cc4ccccc4)C(=O)N3Cc3ccccc3)C=C[C@H]1O2
  -2.2% | 13.3 | -16.7 | -2.4
- O=c1cc(-c2nn[nH]n2)[nH]c(=O)[nH]1
  -3.7% | -8.1 | -1.7 | 8.4
- O=c1cc(C=NNc2ccc([N+](=O)[O-])cc2)[nH]c(=O)[nH]1
  5.1% | 10.7 | -5.0 | -12.0
- COCOc1ccc(C2CC(=O)c3c(OCOC)cc(OCOC)cc3O2)cc1 (centres undefined)
  -15.0% | 21.6 | -0.5 | -0.4
- COc1ccc(-c2noc3c2-c2nc(-c4ccccc4Cl)sc2CC3)cc1
  -4.9% | -17.8 | 3.6 | -3.8
- O=C1/C(=C/c2ccccn2)SC(=S)N1Nc1ncc(C(F)(F)F)cc1Cl
  -1.0% | -6.4 | -8.0 | -33.9
- O=C(NCc1cccc(Br)c1)c1cc(-c2ccccc2)nn1CC1CC(c2cccc([N+](=O)[O-])c2)=NO1 (centres undefined)
  -5.4% | 8.0 | -7.0 | ?
- Cc1ccc(NC(=O)c2ncn(CCCN(CCCn3cnc(C(=O)Nc4ccc(C)c(C)c4)n3)Cc3ccc4[nH]ccc4c3)n2)cc1C
  -20.1% | 0.5 | -90.6* | -77.1*
- CC(C)(C)c1ccc(/C=C(\c2nc3ccccc3[nH]2)S(=O)(=O)c2ccccc2)cc1
  -19.0% | 3.8 | -4.9 | -6.7
- O=S1(=O)c2c(F)cccc2OC(COCc2ccccc2)CN1C1CCCC1 (centres undefined)
  -20.2% | 15.8 | -15.8 | -0.4
- Cc1cc(C([O-])=C(C(=S)Nc2ccc(F)cc2)[n+]2ccccc2)c(C)n1-c1ccc(F)cc1
  0.7% | -13.2 | 31.4 | -21.2
- O=C(NN=Cc1ccc(Cl)cc1Cl)C1CC1
  -2.7% | 21.6 | 5.2 | -18.5
- COc1cc2c(cc1OC)C(Cc1cc(OC)c(OC)cc1[N+](=O)[O-])=NCC2
  18.8% | -21.5 | 0.7 | -5.6
- CN(C)CC(O)c1ccc(C=Cc2ccc(Cl)cc2)cc1 (centres undefined)
  -3.0% | 12.5 | 0.0 | -110.4*
- C(=NN1CCCCCC1)c1ccccc1
  4.4% | 0.4 | 32.3 | -18.7
- COC(=O)C1(C(=O)OC)C(C(=O)c2ccccc2)C1c1ccccc1 (centres undefined)
  1.7% | 5.5 | -41.6 | 7.1
- COc1ccc(CNC(=O)C2(CC3CC(c4ccccc4)=NO3)CCN(C(=O)C3(C)CC3)CC2)cc1 (centres undefined)
  -1.7% | -0.2 | 26.3 | 1.1
- CCN1C[C@@H]2[C@@H]3C(=O)N(C)C(=O)[C@@H]3[C@](CC)(C1=O)N2C(=O)c1ccc(Cl)cc1
  14.4% | 10.6 | -14.1 | 13.0
- O=C(O)C1=C[C@H](c2ccccc2)C[C@H](OCCCCO)O1
  -5.5% | -5.8 | -1.8 | 14.9
- CN(C)c1cccc(C(=O)N/N=C/c2ccoc2)c1
  -18.1% | 9.6 | -3.1 | 0.9
- COc1ccc(C2OCC(C)([N+](=O)[O-])CO2)cc1 (centres undefined)
  3.7% | 15.5 | 1.9 | 3.6
- O=C(NNc1ccccc1)c1ccc(Cl)c(Cl)c1
  1.3% | 0.1 | 22.2 | 9.2
- CSc1ncnc2[nH]ccc12
  -1.2% | 18.0 | -1.0 | -9.7
- Nc1nc(-c2ccccc2)c(CCCOc2ccc(NC(=O)CBr)cc2)c(=O)[nH]1
  4.8% | 6.7 | 4.4 | 15.3
- COc1ccc(C(=O)C(=NNc2ccccc2)c2ccc(OC)cc2)cc1
  -3.0% | 6.4 | -2.2 | -36.8
- Brc1ccc(-c2nnc3sc(CN4CCc5ccccc5C4)cn23)cc1
  3.7% | 5.7 | 8.3 | -4.3
- c1ccc(CCNc2ccccn2)nc1
  2.7% | -2.8 | 53.9 | -22.7
- CN(CC(=O)Nc1cc(S(=O)(=O)N2CCCC2)ccc1Cl)Cc1nc2ccccc2c(=O)[nH]1
  23.0% | 0.9 | 9.5 | -4.7
- O=c1[nH]cncc1OCc1ccccc1
  -3.5% | -1.9 | -37.0 | 6.0
- Cc1ccc(OCCNC(=O)CCc2ccccc2)cc1C
  -0.3% | 22.6 | 1.3 | -4.2
- C=CC1=CCN(S(=O)C(C)(C)C)[C@@H]1CCO (some centres undefined)
  -1.3% | -3.8 | -2.3 | -5.9
- COc1ccc(N=Nc2c(N)nn(C)c2N)cc1
  -10.0% | 13.0 | -0.6 | -0.4
- CSCCC1NC(=O)C(C(C)=NNC(N)=O)=C1O (centres undefined)
  4.3% | -7.4 | -2.7 | 4.9
- O=C(Oc1nsnc1N1CCOCC1)N1CCCCC1
  -3.2% | 8.8 | 11.3 | -2.1
- Cc1ccc(C(=O)Nc2cccc3cccnc23)cc1Br
  2.1% | 3.8 | 4.8 | -1.0
- Cc1ccc(S(=O)C(c2ccccc2)c2ccccc2)cc1 (centres undefined)
  2.3% | 4.6 | 7.5 | 1.4
- CN(C(=O)c1cccc(NC(=O)Cc2ccc(NC(=O)C3CCN(C(=O)C4CCC4)CC3)cc2)c1)C1CCCCC1
  -2.8% | -25.5 | -13.1 | 8.2
- CCOC(=O)c1ccccc1OC(=O)Oc1ccccc1C(=O)OCC
  -9.6% | -14.3 | -141.5* | 3.1
- N#CC1C(=O)NC(=O)CC12CCCCC2 (centres undefined)
  -5.9% | 11.8 | -6.0 | 2.8
- COc1cc(C(=O)OCC(=O)N2CCN(S(=O)(=O)c3ccc(C)cc3C)CC2)c([N+](=O)[O-])cc1OC
  -6.5% | 0.6 | 2.5 | -1.9
- O=C1OC(CCl)CN1Cc1ccc([N+](=O)[O-])cc1 (centres undefined)
  3.4% | -11.5 | -5.9 | 0.2
- CC(OC(=O)Nc1ccccc1)C(=O)OC1CCCCC1 (centres undefined)
  1.0% | -7.4 | -3.2 | -6.6
- CC(C)(C)SCCNC(=O)c1ccc(Cl)c(S(=O)(=O)N2CCOCC2)c1
  -4.0% | -7.8 | -1.8 | -18.3
- Cc1ccc(NC(=O)c2cc(S(=O)(=O)Nc3ccc(C)cc3)cs2)cc1
  -2.5% | 1.5 | -17.3 | 1.1
- O=C(OCC(=O)N(CCc1ccccc1)Cc1ccccc1)c1cccc(S(=O)(=O)N2CCOCC2)c1
  -15.9% | 15.2 | -0.3 | 3.3
- COc1ccc(C(=O)c2ccc(OC)c(OC)c2OC)cc1
  -9.2% | 6.5 | 0.9 | 27.1
- Cc1ccccc1Oc1ccc2c(c1)[C@@H]1C[C@H](N(C)C(=O)NC3CCCCC3)[C@H]([C@H](C)O)C(=O)N1CC2
  -4.7% | 1.0 | -3.4 | -0.5

(more compounds)
Each structure is followed by: uPA generation | Giardia killer | hERG WT inh | KCNH2 3.1 block
- CCOC(=O)C1=CN(C(C)C)CCC1=O
  8.6% | 15.5 | 1.7 | 7.7
- Cc1cc(C)nc(-n2nc(C)cc2NC(=O)c2cc3ccccc3oc2=O)n1
  -4.7% | 8.0 | 0.9 | -1.0
- O=C(NCCOc1ccccc1)[C@@H]1CCCN1C(=O)c1cccs1
  4.3% | 2.6 | 24.0 | 7.2
- O=c1[nH]c(-c2ccccc2)nc(CN2CCCCC2)c1O
  0.3% | -6.7 | -3.6 | -5.4
- Cc1cccc(N2CCN(C(=O)C3CCCN(S(=O)(=O)c4c(C)noc4C)C3)CC2)c1C (centres undefined)
  0.4% | 1.1 | 7.2 | -6.2
- N#Cc1c(-c2ccc(Cl)cc2)n(O)c2ccccc12
  -11.7% | -17.9 | 69.2 | -18.1
- O=[N+]([O-])c1nc2ccccc2[nH]1
  -0.4% | -3.9 | 8.4 | 7.1
- CCCOC(=O)C1NC(=O)N2C(C(=O)OCCC)C(C)(C)S[C@H]12 (some centres undefined)
  13.4% | -4.7 | 6.3 | 8.0
- Cc1ccc(C(C)NC(=O)c2cccnc2)cc1 (centres undefined)
  1.2% | -4.9 | 11.2 | -0.9
- c1ccc(-c2c[nH]c(-c3ccccc3)c2)cc1
  7.0% | -5.2 | 5.1 | -4.2
- COc1ccc(C=CC(C)=NNC(=O)c2ccncc2)cc1
  -4.9% | 4.6 | 1.6 | -7.1
- COc1nc(-c2ccccc2)ccc1-c1noc(-c2cccs2)n1
  0.5% | -15.8 | -0.2 | -0.8
- COc1cc(C(=O)N2CCN(CCCc3ccccc3)CC2)cc(OC)c1OC
  -2.7% | -2.1 | 12.9 | 12.9
- Nc1nonc1-n1nnc(C(=O)N/N=C/c2cccc(Cl)c2)c1CN1CCCCCC1
  -3.1% | 4.2 | 19.6 | -17.4
- COc1cccc2c1C1(O)C2CCCCCCCCCC12OCCCO2 (centres undefined)
  1.5% | -8.7 | -11.1 | 8.3
- COc1ccc(-c2oc3ccc(-c4ccc(OC)nc4)cc3c2-c2ccc(OC)cc2)cc1
  3.7% | 25.9 | -17.0 | -3.8
- COc1cccc(-c2cc(C(=O)NC3CCCC3)c3ccccc3n2)c1
  -7.4% | 17.9 | -0.9 | -9.8
- COc1cccc(CN2CCNC(=O)C2CC(=O)N(C)C2CCCCC2)c1OC (centres undefined)
  -0.5% | -4.3 | 0.1 | -9.2
- O=c1[nH]nnc2c1cnn2-c1ccccc1
  0.3% | -0.3 | 7.8 | -1.6
- COc1ccc(Oc2c(OC)cc([N+](=O)[O-])c3ncccc23)cc1
  -4.7% | 0.0 | 0.9 | 12.1
- CCn1c(SCC(=O)N2c3ccccc3CC2C)nnc1-c1ccco1 (centres undefined)
  -0.8% | 8.2 | 0.6 | -3.1
- Nc1nc(-c2ccc([N+](=O)[O-])cc2)cc(=O)[nH]1
  3.2% | -0.7 | 2.6 | -0.1
- COC(=O)C=C1CCC2C3CCC4=CC(=O)CCC4(C)C3C(=O)CC12C (centres undefined)
  1.2% | -15.8 | -4.6 | 10.4
- CCCN1CCN(C(=O)Cn2nc(C)n3c(cc4c(OC)cccc43)c2=O)CC1
  1.4% | 12.0 | 1.1 | -3.3
- CN(CCc1ccccc1)C(=O)c1ccc(NC(=O)Cc2ccc(NC(=O)C3CCN(C(=O)c4ccccc4)CC3)cc2)cc1
  13.8% | -0.1 | 1.2 | 3.2
- O=C1CCC[C@@H]2Cc3nc4ccc(Cl)cc4cc3[C@@H]3CCN1[C@H]23
  ? | 10.0 | 6.1 | 6.7
- O=C1C=C(c2ccccc2)C(c2ccccc2)C1O (centres undefined)
  3.9% | 6.8 | -3.6 | 6.1
- Cc1cccc2nc(Cn3c(=O)n(CCC(=O)NCc4ccco4)c(=O)c4ccccc43)cc(=O)n12
  -15.0% | 19.5 | 2.5 | 1.8

Some of the compounds tested; count on the stated rates, not on these rows.
